dFosB act: mouse delta FosB homodimer activation. purified delta FosB, TAMRA-CDK5 oligo fluorescence polarization; percent of positive-control signal above neutral wells. activation, % at 25 µM. hit rate 0.99% among 340,000. AID 493131;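 active = mean activation above about 17%, with every replicate also reaching it, limit read from the data, passing the limit was not always enough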;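 note: fluorescence polarization rise as delta FosB binds a TAMRA Cdk5 AP-1 oligo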
Target sequence (P13346 whole entry, looked up): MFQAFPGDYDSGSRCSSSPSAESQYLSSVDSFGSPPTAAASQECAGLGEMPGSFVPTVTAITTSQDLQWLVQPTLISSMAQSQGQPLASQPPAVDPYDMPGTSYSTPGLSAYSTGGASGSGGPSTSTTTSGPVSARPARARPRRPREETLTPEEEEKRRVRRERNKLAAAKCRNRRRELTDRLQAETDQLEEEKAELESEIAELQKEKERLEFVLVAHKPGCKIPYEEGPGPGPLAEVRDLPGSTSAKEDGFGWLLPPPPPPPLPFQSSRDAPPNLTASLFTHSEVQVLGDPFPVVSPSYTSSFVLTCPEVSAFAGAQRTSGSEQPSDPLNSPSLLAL
Wnt act: activators of Wnt/beta-catenin signaling | hit rate 1.2% among 300,000 | Wnt/beta-catenin reporter cell assay, activator, plate reader | activation, % at 9.35 µM; in the data active = activation above about 30%, passing the limit was not always enough;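 note: 0% = neutral control wells and 100% = positive control wells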
CDK5 p35 inh: blocks human CDK5/p35 kinase activity; Recombinant CDK5/p35, ADP-Glo luminescence, 60 min; inhibition, % at 10 µM; hit rate 0.01% among 330,000;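 active = highest replicate inhibition of at least 50% and at least 75% of replicates reaching 50%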;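 note: plate controls were DMSO neutral control for no effect and GW8510 at 10 µM for full effect; many of its hits are not listed in these tables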
SR-BI DiI inh: blocks mouse SR-BI lipid uptake from DiI-HDL; Q61009; ldlA[mSR-BI] CHO cells, DiI-HDL uptake fluorescence, 3 h; inhibition, % at 12.5 µM; hit rate 0.96% among 320,000; AID 488896;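 active = mean replicate inhibition of at least 70% and a set share of replicates each scoring 70 or more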;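 note: 0% = median of neutral control wells and 100% = median of positive control wells; values of inactives mirror those of a sister screen read the other way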
MITF act: activators of MITF-driven TRPM1 promoter activity in SK-MEL-5 cells. SK-MEL-5 TRPM1-promoter luciferase, 24 h; % of positive control, neutral wells = 0. activation, % at 12.5 µM. hit rate 0.75% among 300,000;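 active = mean activation of at least 80% with every replicate also reaching 80%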;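 note: 0% = neutral control wells and 100% = parthenolide positive control wells; values of inactives mirror those of a sister screen read the other way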
Rtt109 Vps75: C. albicans Rtt109 histone acetyltransferase inhibition; inhibition, % at 34.9 µM; purified Rtt109/Vps75, ThioGlo CoA-SH fluorescence, 4 h; hit rate 0.16% among 330,000;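 active = inhibition of at least 50% in every replicate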
Target sequence (Q5AAJ8 whole entry, looked up): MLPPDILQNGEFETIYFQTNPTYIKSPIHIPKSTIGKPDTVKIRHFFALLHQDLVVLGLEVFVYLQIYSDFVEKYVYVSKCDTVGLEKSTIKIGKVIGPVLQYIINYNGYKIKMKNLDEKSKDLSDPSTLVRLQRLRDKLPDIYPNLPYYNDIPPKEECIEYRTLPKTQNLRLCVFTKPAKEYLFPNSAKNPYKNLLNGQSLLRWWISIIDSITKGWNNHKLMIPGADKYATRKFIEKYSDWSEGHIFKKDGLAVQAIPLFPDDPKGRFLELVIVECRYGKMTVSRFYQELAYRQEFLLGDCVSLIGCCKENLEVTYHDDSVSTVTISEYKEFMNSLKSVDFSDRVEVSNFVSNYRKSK
PvdQ inh: blocks Pseudomonas aeruginosa PvdQ acylase activity; purified PvdQ acylase, fluorescence plate reader; hit rate 0.063% among 340,000; inhibition, % at 10 µM; AID 488965; in the data active = inhibition above about 30%, passing the limit was not always enough;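 note: 0% = vehicle neutral wells and 100% = reference inhibitor wells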
cardiac RTF act: increases calcium sensitivity of human cardiac regulated thin filaments; P19429+P45379; IANBD-labeled TnC RTF fluorescence at EC20 calcium; 0% EC20 calcium, 100% full calcium; activation, % at 7.2 µM; hit rate 0.24% among 340,000;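 active = activation above the mean over all tested compounds plus 3 SD, cut at about 30% in these data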;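 note: rise in fluorescence read as greater calcium sensitivity of cardiac thin filaments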
SR-BI uptake up: activators of SR-BI mediated HDL lipid uptake; activation, % at 12.5 µM; hit rate 0.096% among 320,000; CHO ldlA[mSR-BI] cells, DiI-HDL uptake fluorescence, 3 h; 100 = double the neutral-control signal;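 active = mean replicate activation of at least 60% and every replicate at or above 60%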;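 note: 0% = median plate neutral-control signal and 100% = twice that signal; values of inactives mirror those of a sister screen read the other way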
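System: LDL receptor-deficient CHO ldlA cells overexpressing murine SR-BI | Timing: 3 h uptake period with compound, 37 °C | Medium: HEPES-buffered (25 mM, pH 7.4) F12 plus 0.5% BSA | Dosing: Single-point compound dose | Signal: Bottom-read fluorescence, 550/595 nm | Read-out: Retained DiI signal reflecting DiI-HDL uptake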
HTR5A ag ctr: activates human HTR5A in OPRM1-OPRD1 agonist counter-screen | HTR5A agonist assay, luminescence, cell-based | activation, % at 9.3 µM | hit rate 0.61% among 340,000 | P47898; in the data active = activation mostly above about 9.5%, no sharp cut-off; inactive = mostly below about 7.6%;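 note: 0% = cells with vehicle only and 100% = reference agonist; strong numbers were not always called active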
Target sequence (P47898 whole entry, looked up): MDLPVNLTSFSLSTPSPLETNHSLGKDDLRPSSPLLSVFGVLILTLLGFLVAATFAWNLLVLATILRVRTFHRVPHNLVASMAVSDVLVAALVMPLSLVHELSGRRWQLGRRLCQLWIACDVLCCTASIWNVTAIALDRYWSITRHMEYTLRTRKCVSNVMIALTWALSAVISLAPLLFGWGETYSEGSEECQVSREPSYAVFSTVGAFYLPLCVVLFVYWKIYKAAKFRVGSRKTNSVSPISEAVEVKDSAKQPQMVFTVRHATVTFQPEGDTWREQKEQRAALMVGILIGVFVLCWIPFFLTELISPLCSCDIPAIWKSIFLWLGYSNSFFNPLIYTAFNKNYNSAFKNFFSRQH
The depositor's hits bear a star.

For O=C(/C=C/c1ccccc1)OCCCN=C1NS(=O)(=O)c2ccccc21 the results were dFosB act 3, Wnt act -2, CDK5 p35 inh -7.2, SR-BI DiI inh 16, MITF act -10, Rtt109 Vps75 -7, PvdQ inh 12, cardiac RTF act 0, SR-BI uptake up -16 and HTR5A ag ctr -3.
CCN(CC)C(CNC(=O)CSc1nnnn1-c1cccc(F)c1)c1ccco1 (stereo not drawn) was read as dFosB act 2, Wnt act 0, CDK5 p35 inh 0.1, SR-BI DiI inh -32, MITF act -9, Rtt109 Vps75 -3, PvdQ inh 1, cardiac RTF act -2, SR-BI uptake up 32 and HTR5A ag ctr 10.
For CCC(=O)Nc1ccccc1-c1nnn(CC(=O)N2c3ccccc3CC2C)n1 (stereo not drawn) the results were dFosB act -9, CDK5 p35 inh 2.7, SR-BI DiI inh 65, MITF act 2, Rtt109 Vps75 -6, PvdQ inh -6, cardiac RTF act 2, SR-BI uptake up -65 and HTR5A ag ctr 0.
C=CCOc1ccc(CN(C)CC(=O)Nc2ccc3c(c2)CCC3)cc1 was read as dFosB act -11, Wnt act 0, CDK5 p35 inh -1.7, SR-BI DiI inh -3, MITF act -7, Rtt109 Vps75 12, PvdQ inh -11, cardiac RTF act -1, SR-BI uptake up 3 and HTR5A ag ctr 1.
`COc1ccc(NC(=O)c2cccnc2)c([N+](=O)[O-])c1` gave dFosB act -8, Wnt act 7, CDK5 p35 inh 1.1, SR-BI DiI inh -16, MITF act -10, Rtt109 Vps75 -1, PvdQ inh -6, cardiac RTF act 1, SR-BI uptake up 16 and HTR5A ag ctr -3.
`N#CC1(NC(=O)CN2CCc3ccccc3C2)CCCC1` gave dFosB act -3, Wnt act 0, CDK5 p35 inh 0.8, SR-BI DiI inh -17, MITF act -8, Rtt109 Vps75 1, PvdQ inh 0, cardiac RTF act 11, SR-BI uptake up 17 and HTR5A ag ctr -1.
`COc1ccc(CNC(=O)Cn2nc(C(F)(F)F)c(Br)c2C)cc1` gave dFosB act 10, Wnt act 0, CDK5 p35 inh 1.6, SR-BI DiI inh 20, MITF act -7, Rtt109 Vps75 -4, PvdQ inh -4, cardiac RTF act -3, SR-BI uptake up -20 and HTR5A ag ctr 1.
For Cc1ccc(-c2nn(-c3ccccc3)cc2C(=O)N2CCN(c3ccccn3)CC2)cc1 the results were dFosB act -9, Wnt act -2, CDK5 p35 inh -1.0, SR-BI DiI inh 22, MITF act 0, Rtt109 Vps75 10, PvdQ inh 7, cardiac RTF act -2, SR-BI uptake up -22 and HTR5A ag ctr 6.
`O=C1C2C(C(=O)N1/N=C/c1cc([N+](=O)[O-])ccc1O)C1C=CC2C12CC2` (stereo not drawn) gave dFosB act 1, Wnt act -1, CDK5 p35 inh 3.0, SR-BI DiI inh 4, MITF act -2, Rtt109 Vps75 -5, PvdQ inh -4, cardiac RTF act -2, SR-BI uptake up -4 and HTR5A ag ctr -2.
`COc1ccc(OC)c(N(CC(=O)Nc2ccccc2)S(=O)(=O)c2ccccc2)c1` gave dFosB act -6, Wnt act -2, CDK5 p35 inh -0.5, SR-BI DiI inh 8, MITF act -6, Rtt109 Vps75 14, PvdQ inh -8, cardiac RTF act -2, SR-BI uptake up -8 and HTR5A ag ctr 0.
`O=C(Cc1ccc2c(c1)CCCC2)Nc1ccc2ccccc2c1` gave dFosB act -9, CDK5 p35 inh -0.2, SR-BI DiI inh -1, MITF act 8, Rtt109 Vps75 -7, PvdQ inh -17, cardiac RTF act 1, SR-BI uptake up 1 and HTR5A ag ctr 9.
`Cc1ccc(-c2nnc(SCC(=O)NC(=O)Nc3ccc(C)cc3C)n2N)cc1` gave dFosB act -1, CDK5 p35 inh 0.8, SR-BI DiI inh -20, MITF act 0, Rtt109 Vps75 7, PvdQ inh 13, cardiac RTF act 0, SR-BI uptake up 20 and HTR5A ag ctr 2.
`CCCNC(=O)C1CCN(c2nc(C)cc(C)n2)CC1` gave dFosB act 1, CDK5 p35 inh -1.9, SR-BI DiI inh 35, MITF act -15, Rtt109 Vps75 10, PvdQ inh -12, cardiac RTF act 0, SR-BI uptake up -35 and HTR5A ag ctr 2.
For O=C(Cc1ccc(O)cc1)N/N=C/c1cccs1 the results were dFosB act -3, Wnt act 1, CDK5 p35 inh -1.5, SR-BI DiI inh -11, MITF act -5, Rtt109 Vps75 -4, PvdQ inh 14, cardiac RTF act 1, SR-BI uptake up 11 and HTR5A ag ctr 1.
COc1ccc(S(=O)(=O)N2CCOCC2)cc1NC(=O)CCCOc1ccc(Cl)cc1C was read as dFosB act -4, Wnt act -2, CDK5 p35 inh -1.2, SR-BI DiI inh 63, MITF act -4, Rtt109 Vps75 10, PvdQ inh -20, cardiac RTF act 5, SR-BI uptake up -63 and HTR5A ag ctr 6.
Cc1c(C(O)CN2CCN(Cc3ccc4c(c3)OCO4)CC2)c2ccccc2n1C (stereo not drawn) was read as dFosB act 0, Wnt act 1, CDK5 p35 inh 3.7, SR-BI DiI inh 1, MITF act -12, Rtt109 Vps75 -1, PvdQ inh -6, cardiac RTF act 5, SR-BI uptake up -1 and HTR5A ag ctr -4.
For COc1cc(C(=O)Nc2cc3c(cc2N2CCCCC2)n(C)c(=O)n3C)cc(OC)c1OC the results were dFosB act -19, Wnt act 6, CDK5 p35 inh -0.1, SR-BI DiI inh 47, MITF act -27, Rtt109 Vps75 5, PvdQ inh -6, cardiac RTF act -4, SR-BI uptake up -47 and HTR5A ag ctr -1.
Screening CC(C)(C)OC(=O)N[C@@H](COCc1ccccc1)C(=O)N[C@@H](CO)[C@H](O)[C@@H]1C[C@@H]1C(=O)NC1CC1 returned dFosB act 8, Wnt act -2, CDK5 p35 inh 0.8, SR-BI DiI inh -33, MITF act 3, Rtt109 Vps75 2, PvdQ inh 6, cardiac RTF act -5, SR-BI uptake up 33 and HTR5A ag ctr 3.
Screening COc1ccc(Cl)cc1NC(=O)CCNC(=O)OCc1ccccc1 returned dFosB act -1, Wnt act -3, CDK5 p35 inh 0.2, SR-BI DiI inh -2, MITF act 8, Rtt109 Vps75 -13, PvdQ inh -18, cardiac RTF act -4, SR-BI uptake up 2 and HTR5A ag ctr -2.
Cc1cc(C)c(S(=O)(=O)c2ccccc2)c(OC(=O)c2c(F)cccc2Cl)n1 was read as dFosB act -13, Wnt act -2, CDK5 p35 inh -1.0, SR-BI DiI inh -6, MITF act -3, Rtt109 Vps75 4, PvdQ inh -3, cardiac RTF act 1, SR-BI uptake up 6 and HTR5A ag ctr 2.
Screening O=C(COC(=O)c1ccc([N+](=O)[O-])cc1)NC1CCCC1 returned dFosB act 10, Wnt act 0, CDK5 p35 inh 0.1, SR-BI DiI inh 3, MITF act -3, Rtt109 Vps75 8, PvdQ inh 10, cardiac RTF act -8, SR-BI uptake up -3 and HTR5A ag ctr 0.
`COc1ccc(CCNC(=O)c2c[nH]c3ccc(F)cc3c2=O)cc1OC` gave dFosB act -11, Wnt act 3, CDK5 p35 inh -3.9, SR-BI DiI inh 29, Rtt109 Vps75 3, PvdQ inh -2, cardiac RTF act -7, SR-BI uptake up -29 and HTR5A ag ctr -3.
Screening CCN(CC(=O)Nc1ccc(C(C)=O)cc1)CC(=O)Nc1ccc2c(c1)OCCO2 returned dFosB act -7, Wnt act 5, CDK5 p35 inh 0.0, SR-BI DiI inh -2, MITF act 4, Rtt109 Vps75 0, PvdQ inh 7, cardiac RTF act -2, SR-BI uptake up 2 and HTR5A ag ctr -1.
For COc1ccc2nc(NC(=O)CNS(=O)(=O)c3cccs3)sc2c1 the results were dFosB act -2, Wnt act 1, CDK5 p35 inh 1.6, SR-BI DiI inh 7, MITF act 2, Rtt109 Vps75 12, PvdQ inh 8, cardiac RTF act 4, SR-BI uptake up -7 and HTR5A ag ctr 3.
Screening CCN(CC)c1nc(-c2nn[nH]n2)nc(N(CC)CC)n1 returned dFosB act 7, CDK5 p35 inh 1.1, SR-BI DiI inh -23, Rtt109 Vps75 2, PvdQ inh -4, cardiac RTF act -2, SR-BI uptake up 23 and HTR5A ag ctr 6.
Screening O=C(NC(Cc1ccccc1)C(=O)OCC(=O)N1CCc2ccccc21)c1ccco1 (stereo not drawn) returned dFosB act -2, CDK5 p35 inh -1.1, SR-BI DiI inh -4, MITF act -6, Rtt109 Vps75 -6, PvdQ inh -10, cardiac RTF act -1, SR-BI uptake up 4 and HTR5A ag ctr -5.
Screening CCN(CC)c1ccc(/C=N/NC(=O)c2cccc(S(=O)(=O)N3CCOCC3)c2)cc1 returned dFosB act -7, Wnt act -2, CDK5 p35 inh -4.9, SR-BI DiI inh 44, MITF act -4, Rtt109 Vps75 -6, PvdQ inh -1, cardiac RTF act 1, SR-BI uptake up -44 and HTR5A ag ctr -2.
`NS(=O)(=O)c1ccc(CCNC(=O)CN2CCN(c3cccc(Cl)c3)CC2)cc1` gave dFosB act -3, Wnt act -4, CDK5 p35 inh 0.9, SR-BI DiI inh 23, MITF act -9, Rtt109 Vps75 -1, PvdQ inh -13, cardiac RTF act 0, SR-BI uptake up -23 and HTR5A ag ctr -1.
For CS(=O)(=O)c1ccc2nc(NC(=O)Cc3ccccc3)sc2c1 the results were dFosB act -4, Wnt act 3, CDK5 p35 inh 0.0, SR-BI DiI inh 2, Rtt109 Vps75 21, PvdQ inh 4, cardiac RTF act 3, SR-BI uptake up -2 and HTR5A ag ctr 7.
Screening Cc1ccc(NC2(C#N)CCCC2)cc1 returned dFosB act 2, Wnt act 3, CDK5 p35 inh -0.3, SR-BI DiI inh 1, MITF act 14, Rtt109 Vps75 1, PvdQ inh 11, cardiac RTF act 1, SR-BI uptake up -1 and HTR5A ag ctr 3.
For CCOC(=O)c1cc(-c2cccc(C(F)(F)F)c2)nc2nc(SC)[nH]c(=O)c12 the results were dFosB act -1, Wnt act -3, CDK5 p35 inh 0.2, SR-BI DiI inh -38, MITF act 4, Rtt109 Vps75 -7, PvdQ inh -14, cardiac RTF act -1, SR-BI uptake up 38 and HTR5A ag ctr -4.
`N#Cc1cccc(NCC(=O)Nc2ccc3c(c2)OCCO3)c1` gave dFosB act -10, Wnt act 15, CDK5 p35 inh -1.0, SR-BI DiI inh 7, MITF act 55, Rtt109 Vps75 0, PvdQ inh -8, cardiac RTF act -4, SR-BI uptake up -7 and HTR5A ag ctr -1.
For CC(C)C(C)NC(=O)COc1ccc(OCc2ccccc2)cc1 (stereo not drawn) the results were dFosB act -1, Wnt act 1, CDK5 p35 inh 1.2, SR-BI DiI inh 8, MITF act 4, Rtt109 Vps75 2, PvdQ inh -6, cardiac RTF act 4, SR-BI uptake up -8 and HTR5A ag ctr 3.

Structural class, the compounds so far with a thiophene ring, fused or not
For O=C(Cc1ccc(O)cc1)N/N=C/c1cccs1 the results were dFosB act -3, Wnt act 1, CDK5 p35 inh -1.5, SR-BI DiI inh -11, MITF act -5, Rtt109 Vps75 -4, PvdQ inh 14, cardiac RTF act 1, SR-BI uptake up 11 and HTR5A ag ctr 1.
For COc1ccc2nc(NC(=O)CNS(=O)(=O)c3cccs3)sc2c1 the results were dFosB act -2, Wnt act 1, CDK5 p35 inh 1.6, SR-BI DiI inh 7, MITF act 2, Rtt109 Vps75 12, PvdQ inh 8, cardiac RTF act 4, SR-BI uptake up -7 and HTR5A ag ctr 3.
